# T cell HTS = modulators of CD8 T cell-vesicle binding, primary screen, mouse 2C CD8+ T cells, flow cytometry; 2C CD8+ T cell-vesicle binding; stronger effect = lower value; AID 2052, 2009; 330,000 compounds, 0.068% hits; calls only at 7 µM;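 active = response, share of CD8 T cells binding vesicles, and their 90th percentile fluorescence all below set limits, cut at about 80% in these data, passing the limit was not always enough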
#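 Test system: purified 2C TCR transgenic mouse naive CD8+ T cells. Probe or stimulus: QL9-peptide-loaded Drosophila micro-vesicles bearing Ld, ICAM-1 and B7-1. Incubation: binding step 1.5 h, 37 °C, antibody labelling 20 min, ice. Measured by: flow cytometry of vesicle-bound cells.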
# T cell HTS vesicle-bound % = also measured in T cell HTS; calls as there; double positive events, %; measured here: CD8+ vesicle-bound cell fraction;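 binding gate set so that unloaded-vesicle control wells show 10% double positive cells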
# Numbers without * were called inactive; i = inactive. Some of the compounds tested, so the mix of outcomes need not match the whole.
compound	T cell HTS	T cell HTS vesicle-bound %
COc1ccc(OCC(=O)Nc2ccc3c(c2)CCC3)cc1	i	13
COc1ccc(NC(=O)c2cc(C)cc(C)c2)cc1S(=O)(=O)N1CCCCC1	i	43
CC(OC(=O)c1ccc(Br)o1)C(=O)Nc1ccc2c(c1)OCCO2 (stereo not drawn)	i	34
O=C(CSc1nc(-c2ccccc2)cs1)NCCCN1CCCC1=O	i	52
CC(Oc1cccnc1[N+](=O)[O-])C(=O)N1CCc2ccccc21 (stereo not drawn)	i	51
CC[C@@]1(C(=O)OC)N[C@H](CN(C)C(=O)Nc2ccc(F)cc2)[C@@H]2C(=O)N(C)C(=O)[C@@H]21	i	11
O=C(N/N=C\c1ccccn1)c1cccc(C(=O)N/N=C\c2ccccn2)n1	i	27
CCOc1ccccc1NC(=O)C(c1ccccc1)N1CCN(CC(=O)N2CCOCC2)CC1 (stereo not drawn)	i	35
CC(C)COc1cccc(C(=O)N2CCN(C(=O)c3ccco3)CC2)c1	i	41
CC(=O)N1CCN(C(=O)C2CCN(S(=O)(=O)c3ccccc3C(F)(F)F)CC2)CC1	i	10
COc1ccc(OC)c(NC(=O)COC(=O)c2n[nH]c3ccccc23)c1	i	27
O=C(CN1C(=O)C2CC=CCC2C1=O)N1CCN(S(=O)(=O)c2ccccc2)CC1 (stereo not drawn)	i	48
CCCCn1c(N)c(N(C)C(=O)c2cccc(-n3cnnn3)c2)c(=O)[nH]c1=O	i	47
C[C@H]1COC(=O)[C@H](Cc2ccc(F)cc2)CC/C=C/C[C@@H](CC(=O)N(CCO)Cc2ccccc2)C(=O)N1	i	13
CCN1C(=O)C(=O)N(CC(=O)Nc2cccc(C(F)(F)F)c2)C1=O	i	21
COc1ccc(S(=O)(=O)Nc2ccc3c(c2)C(=O)N([C@H](C)CO)C[C@H](C)[C@H](CN(C)Cc2ccc(C(=O)O)cc2)O3)cc1	i	23
CNC[C@@H]1Oc2ccc(NC(=O)Nc3cccc4ccccc34)cc2C(=O)N([C@@H](C)CO)C[C@@H]1C	i	8
COc1cccc(N2[C@@H](CC(=O)O)c3ccccc3S2(=O)=O)c1	i	35
CN(CC(=O)Nc1ccccc1Br)C(=O)c1ccccc1OCc1ccc(F)cc1	i	5
COc1ccc([C@H]2CC(=O)C=C(c3cccc(Cl)c3)C2)cc1	i	34
CC(=O)NCc1ccc(-c2csc(NC(=O)CCc3nc4ccccc4c(=O)[nH]3)n2)s1	i	44
Cc1cc(C)c(NC(=O)COC(=O)c2ccncc2)c(C)c1	i	10
CN(CC(=O)NCCCN1CCOCC1)S(=O)(=O)c1ccc(Cl)cc1	i	41
CC(C)C[C@@H](CN1C(N)=NC[C@@H]1C)NC(=O)CC12CC3CC(CC(C3)C1)C2	i	29
COC(=O)C1CCN(C(=O)COC(=O)c2ccc(N3CCCC3=O)cc2)CC1	i	47
Cc1ccc(C(=O)OC(C)C(=O)NC2CCCCC2)cc1S(=O)(=O)N1CCCCC1 (stereo not drawn)	i	29
Cc1ccc([C@H]2C(C(=O)O)=C[C@@H](C(C)(C)C)N2S(=O)(=O)c2ccc(C)cc2)cc1	i	17
COc1ccccc1CNC(=O)COC(=O)COc1ccccc1F	i	32
O=C(CSc1ncnc2sc3c(c12)CCCC3)NC1CCS(=O)(=O)C1 (stereo not drawn)	i	30
CCCNC(=O)C(Cc1ccccc1)NC(=O)c1ccccc1 (stereo not drawn)	i	20
C[C@H](CO)N1C[C@H](C)[C@@H](CN(C)Cc2ccccc2)Oc2ccc(NC(=O)CCCCCC(=O)Nc3ccccc3N)cc2C1=O	i	10
COc1ccc([N+](=O)[O-])cc1NS(=O)(=O)c1cccc(C(=O)OC2CCOC2=O)c1 (stereo not drawn)	i	22
COc1ccc(S(=O)(=O)Nc2ccc3c(c2)C(=O)N([C@H](C)CO)C[C@H](C)[C@@H](CN(C)S(=O)(=O)c2ccccc2)O3)cc1	i	7
O=C(c1ccc(-c2ccccc2Cl)o1)N1CCCC(C(F)(F)F)C1 (stereo not drawn)	i	14
CN(CC(=O)Nc1ccc(F)cc1)C(=O)Cc1ccsc1	i	51
O=C(COC(=O)C1=COCCO1)Nc1cc(C(F)(F)F)ccc1Cl	i	54
CNC(=O)c1ccc(-c2cc3onc(-c4ccccc4)c3c(=O)n2C)cc1	i	12
Cc1c(Cl)cnc(NC(=O)COC(=O)c2cccs2)c1Cl	i	55
O=C(CCc1ccc(S(=O)(=O)N2CCOCC2)cc1)OCC(=O)c1ccc(Br)cc1	i	22
O=C(COC(=O)/C=C/c1cccc(Br)c1)NC1CCCCCC1	i	8
C[C@H](CO)N1C[C@H](C)[C@@H](CN(C)S(=O)(=O)c2cn(C)cn2)Oc2ccc(NC(=O)Nc3ccccc3)cc2C1=O	i	23
CN(CC(=O)Nc1ccc(F)c(F)c1F)C(=O)C1CCCC1	i	50
O=[N+]([O-])c1cc(C(F)(F)F)ccc1Cl	i	28
Cc1ccc(S(=O)(=O)N2CCOCC2)cc1NC(=O)CNC(C)c1ccccc1 (stereo not drawn)	i	39
CC(NC(=O)COC(=O)C1CC1C)c1ccccc1 (stereo not drawn)	i	55
CC(C)CC1NC(=O)c2ccccc2-n2c1nc1cc(F)ccc1c2=O (stereo not drawn)	i	61
C=CCn1c(SCC(=O)Nc2ccc(C(=O)O)cc2)nc2sc(C)c(C)c2c1=O	i	36
COc1ccc(OC)c(C=NNC(=O)c2ccc(NS(=O)(=O)c3cccs3)cc2)c1	i	51

# Whole records, looked up by structure. Screens in order: T cell HTS, T cell HTS vesicle-bound %
# Profile of COc1cccc(N2[C@@H](CC(=O)O)c3ccccc3S2(=O)=O)c1 = i, 35
# Profile of CCCNC(=O)C(Cc1ccccc1)NC(=O)c1ccccc1 (stereo not drawn) = i, 20
# Profile of CC[C@@]1(C(=O)OC)N[C@H](CN(C)C(=O)Nc2ccc(F)cc2)[C@@H]2C(=O)N(C)C(=O)[C@@H]21 = i, 11
# Profile of CCOc1ccccc1NC(=O)C(c1ccccc1)N1CCN(CC(=O)N2CCOCC2)CC1 (stereo not drawn) = i, 35

# (listing goes on)
compound	T cell HTS	T cell HTS vesicle-bound %
COC(=O)c1ccccc1Nc1ccnc(Cl)n1	i	17
O=c1c2ccccc2nc(/C=C/c2cc(Br)ccc2O)n1CCO	i	25
O=C(N/N=C/c1ccc(O)c(O)c1)C1CC1	i	10
CCN(CC(=O)Nc1ccc(NC(C)=O)cc1)C(=O)c1cc2ccccc2oc1=O	i	42
COc1cc(S(=O)(=O)N(C)Cc2ccc3c(c2)OCCO3)ccc1NC(C)=O	i	35
Cc1ccc(C)c(OCCC(=O)Nc2ccc3c(c2)OCO3)c1	i	55
COc1ccc(NC(=O)COc2cccc3c2OC(C)(C)C3)cc1OC	i	40
CC(C)C(NC(=O)c1ccc(Cl)cc1Cl)C(=O)N1CCN(S(=O)(=O)c2ccccc2)CC1 (stereo not drawn)	i	30
O=C(NCc1ccccn1)c1cccc(S(=O)(=O)N2CCCCC2)c1	i	7
CCN(C(=O)CSc1nc(C)nc2sc3c(c12)CCC3)C1CCS(=O)(=O)C1 (stereo not drawn)	i	34
O=C(COC(=O)CNC(=O)c1ccc(Cl)cc1Cl)NNC(=O)c1ccccc1F	i	31
O=C(NNC(=O)C1CC1)c1ccc(F)cc1F	i	47
COc1ccc(CCC(=O)N2CCN(S(=O)(=O)c3cccc(C(F)(F)F)c3)CC2)cc1OC	i	33
O=C(COC(=O)c1cnccn1)Nc1cc(S(=O)(=O)N2CCOCC2)ccc1Cl	i	34
COc1ccccc1C(=O)OCC(=O)NC(=O)NC1CCCC1	i	20
C=CCNc1oc(-c2ccc(Cl)cc2)nc1C#N	i	9
CCCCNc1c(-c2ccc(SC3CCCCC3)c(OC)c2)nc2ccc(C)cn12	i	8
CC(C)Oc1ccc(C(=O)NN2C(=O)NC3(CCCCC3)C2=O)cc1	i	40
COc1ccc(S(=O)(=O)N2CCc3ccccc32)cc1C(=O)NCC(c1ccco1)N1CCCC1 (stereo not drawn)	i	41
COc1ccccc1/C=C/C(=O)OCC(=O)NC(=O)NC1CCCC1	i	52
COc1ccc(CN(C)CC(=O)Nc2ccccc2C(=O)NC2CC2)cc1F	i	10
NC(=O)c1ccc(NC(=O)CCCN2C(=O)NC3(CCCC3)C2=O)cc1	i	44
COc1ccc(NC(=O)Nc2cccc3c2O[C@H](CN(C)S(=O)(=O)c2ccccc2)[C@@H](C)CN([C@H](C)CO)C3=O)cc1	i	10
O=C(CCCNC(=O)c1ccc(Cl)cc1)Nc1cccc(S(=O)(=O)N2CCCCC2)c1	i	20

# Reprinted at random: two entries already listed, in no set order.
compound	T cell HTS	T cell HTS vesicle-bound %
COc1ccccc1C(=O)OCC(=O)NC(=O)NC1CCCC1	i	20
CC(C)Oc1ccc(C(=O)NN2C(=O)NC3(CCCCC3)C2=O)cc1	i	40

# (list continues)
compound	T cell HTS	T cell HTS vesicle-bound %
c1cncc(-c2ccc3ncnc(NCc4ccc5c(c4)OCO5)c3c2)c1	i	4
O=C(OCC(=O)N1CCc2ccccc21)C1CCCN1S(=O)(=O)c1ccc(Cl)cc1 (stereo not drawn)	i	4
CC(NC(=O)Cn1cc([N+](=O)[O-])cn1)c1ccc(C(C)(C)C)cc1 (stereo not drawn)	i	32
CSc1ccccc1NC(=O)CN(C)CC(=O)c1c(C)[nH]c2ccccc12	i	39
O=C(NNC(=O)c1cc(-c2ccncc2)nc2ccccc12)c1ccccc1F	i	34
CC1CCCCN1C(=O)COC(=O)c1cc(-c2cccs2)nn1-c1ccccc1 (stereo not drawn)	i	15
C#CCOCCOCCOCCNc1nc(N2CCN(C(=O)[C@H](CCCCN)n3cc(CN)nn3)CC2)nc(N2CCN(C(=O)[C@H](CCC(=O)O)n3cc([C@@H](N)[C@H](C)CC)nn3)CC2)n1	i	17
CC(c1ccccc1)N(C)C(=O)CN1CCN(S(=O)(=O)c2ccc3c(c2)OCCCO3)CC1 (stereo not drawn)	i	40
CC(C)(C)OC(=O)C[C@H]1C/C=C\C[C@@H](CC(=O)N[C@@H](CO)Cc2ccccc2)C(=O)NC[C@H](c2ccccc2)OC1=O	i	11
O=c1[nH]c(=O)c2nc3ccccc3nc2[nH]1	i	15
Cc1ccc(C)c(S(=O)(=O)N2CCN(C(=O)[C@@H]3CCCN3C(=O)c3cccs3)CC2)c1	i	34
CN(CC(=O)Nc1cccc(F)c1)C(=O)c1cn(-c2ccccc2)nc1-c1ccc(F)cc1	i	37
C#CCOCCOCCOCCNc1nc(N2CCN(C(=O)[C@H](CCCN=C(N)N)n3cc(C(N)[C@H](C)CC)nn3)CC2)nc(N2CCN(C(=O)[C@H](CC(N)=O)n3cc(C(N)[C@@H](C)CC)nn3)CC2)n1 (stereo partly drawn)	i	7
Cc1[nH]c2ccccc2c1C(=O)COC(=O)C1CC(O)CN1S(=O)(=O)c1ccc(Cl)cc1 (stereo not drawn)	i	37
CCOC(=O)Cn1c(=O)c2c(nc3n2CCCCN3c2ccc(OCC)cc2)n(C)c1=O	i	32
CC(=O)Nc1cccc(C(=O)OCC(=O)NC2CCCCCCC2)c1	i	33
CN(c1ccccc1)S(=O)(=O)c1cccc(NC(=O)Cc2ccc(Cl)cc2)c1	i	40
Cc1cccc(OCCNC(=O)CCc2ccccc2)c1	i	7
NC(=O)c1ccc(OCC(=O)N2CCNC2=O)cc1	i	45
C[C@H](CO)N1C[C@H](C)[C@@H](CN(C)C(=O)Nc2ccccc2)Oc2c(NC(=O)NC3CCCCC3)cccc2C1=O	i	8
O=C(N[C@@H](Cc1ccccc1)C(=O)N1CCN(S(=O)(=O)c2cccc(F)c2)CC1)c1ccco1	i	32
O=C(Nc1ccccc1F)Nc1cccnc1Cl	i	27
O=C(CSc1ccc([N+](=O)[O-])cc1)Nc1nnc(C2CC2)s1	i	51
CCCn1c(SCC(=O)Nc2cccnc2Cl)n[nH]c1=O	i	38
CCOc1ccc(NS(=O)(=O)c2ccc(C(=O)N3CC(C)OC(C)C3)cc2)cc1 (stereo not drawn)	i	53
COc1ccc(C(=O)Nc2ccc(C(=O)c3ccccc3)cc2)cc1	i	33
CCOC(=O)c1sc(NC(=O)c2c(CC)noc2C)nc1C	i	39
CC1CCCCC1NC(=O)CN1c2cccc3cccc(c23)S1(=O)=O (stereo not drawn)	i	30
COc1ccc(S(=O)(=O)NCCC(=O)OCC(=O)NC2CC2)cc1	i	28
CCCCn1c(N)c(N(CCOC)C(=O)C2CC(=O)N(c3ccc(CC)cc3)C2)c(=O)[nH]c1=O (stereo not drawn)	i	35
CCOc1ccc(Oc2ccccc2NS(=O)(=O)c2ccc(CCC(=O)O)cc2)cc1	i	19
COc1ccc(NC(=O)c2ccc3c(c2)NC(=O)CS3)cc1	i	34
Cn1c(N)c(C(=O)COC(=O)CNC(=O)c2ccc(Cl)cc2Cl)c(=O)n(C)c1=O	i	39
CC(C)n1ncc2c(C(=O)Nc3ccc(S(C)(=O)=O)cc3)cc(C3CC3)nc21	i	34

# Some values from the list:
# COC(=O)C1CCN(C(=O)COC(=O)c2ccc(N3CCCC3=O)cc2)CC1 in T cell HTS vesicle-bound % shows 47
# O=[N+]([O-])c1cc(C(F)(F)F)ccc1Cl in T cell HTS vesicle-bound % shows 28
# O=C(Nc1ccccc1F)Nc1cccnc1Cl in T cell HTS vesicle-bound % shows 27
# CC(=O)Nc1cccc(C(=O)OCC(=O)NC2CCCCCCC2)c1 in T cell HTS vesicle-bound % shows 33
# COc1ccc(NC(=O)c2cc(C)cc(C)c2)cc1S(=O)(=O)N1CCCCC1 in T cell HTS vesicle-bound % shows 43
# CC(C)C[C@@H](CN1C(N)=NC[C@@H]1C)NC(=O)CC12CC3CC(CC(C3)C1)C2 in T cell HTS vesicle-bound % shows 29
# COC(=O)c1ccccc1Nc1ccnc(Cl)n1 in T cell HTS vesicle-bound % shows 17
